# TEAD-YAP inh: TEAD-YAP interaction inhibition, primary screen, TEAD-YAP interaction inhibitor project, luminescence, HEK-TIYL cells; TEAD-Gal4/YAP UAS-luciferase luminescence; AID 1259422, 2018; inhibition, % at 9.12 µM; actives 1.4% (n = 640,000); in the data active means inhibition above about 32%;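 further: 0% = median of test compound wells and 100% = reference inhibitor wells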
# GPR151 ag: activators of human GPR151, primary screen, cell-based, PathHunter beta-arrestin, luminescence; PathHunter beta-arrestin GPR151 cells; activation, % at 11.2 µM; actives 1% (n = 650,000); in the data active means activation above about 4.9%;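 further: 0% = median of compound wells and 100% = cells with positive control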
# Target sequence (Q8TDV0 whole entry, looked up): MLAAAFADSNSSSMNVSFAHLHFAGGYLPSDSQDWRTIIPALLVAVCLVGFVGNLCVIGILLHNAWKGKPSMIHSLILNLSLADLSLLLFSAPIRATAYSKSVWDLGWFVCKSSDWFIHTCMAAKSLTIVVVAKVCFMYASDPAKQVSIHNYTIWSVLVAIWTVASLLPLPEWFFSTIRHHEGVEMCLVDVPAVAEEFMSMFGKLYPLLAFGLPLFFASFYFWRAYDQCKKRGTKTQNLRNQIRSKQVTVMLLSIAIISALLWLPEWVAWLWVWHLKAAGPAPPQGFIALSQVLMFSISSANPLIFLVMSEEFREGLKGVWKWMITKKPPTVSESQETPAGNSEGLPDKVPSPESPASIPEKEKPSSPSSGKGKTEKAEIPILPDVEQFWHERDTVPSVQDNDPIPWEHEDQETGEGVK
# FBW7 activator: FBW7 E3 ligase activators, primary screen, biochemical, AlphaScreen, human | F-box/WD repeat-containing protein 7 (Homo sapiens), Q969H0 | AlphaScreen FBW7–phospho-cyclin E peptide binding, activator screen | normalized activity (activation), % at 26.1 µM | actives 0.13% (n = 650,000) | AID 1259310, 2017; in the data active means normalized activity above about 1.9%;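 further: purified mutant Fbw7 with reduced substrate affinity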
# MITF primary: MITF inhibitors, primary screen, biochemical, AlphaScreen, human. Microphthalmia-associated transcription factor (Homo sapiens), O75030. AlphaScreen MITF homodimerization, bead proximity signal. actives 0.91% (n = 650,000). inhibition, % at 2.6 µM; in the data active means inhibition above about 50%;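 further: 0% = vehicle wells with protein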
# Target sequence (O75030 whole entry, looked up): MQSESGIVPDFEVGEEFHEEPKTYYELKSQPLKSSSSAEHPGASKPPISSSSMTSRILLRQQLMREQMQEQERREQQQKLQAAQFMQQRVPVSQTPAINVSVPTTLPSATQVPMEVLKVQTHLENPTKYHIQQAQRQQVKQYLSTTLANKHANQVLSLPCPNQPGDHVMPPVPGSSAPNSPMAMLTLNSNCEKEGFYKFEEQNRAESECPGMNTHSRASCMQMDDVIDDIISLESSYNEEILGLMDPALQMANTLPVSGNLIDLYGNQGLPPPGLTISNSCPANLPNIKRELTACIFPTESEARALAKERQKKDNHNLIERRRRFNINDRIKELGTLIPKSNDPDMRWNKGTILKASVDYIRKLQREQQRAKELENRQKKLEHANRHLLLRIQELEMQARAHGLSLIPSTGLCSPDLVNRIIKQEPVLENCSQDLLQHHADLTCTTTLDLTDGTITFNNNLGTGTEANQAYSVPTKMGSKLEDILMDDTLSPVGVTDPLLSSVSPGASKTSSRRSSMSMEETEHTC
# * = called active by the depositor; nt = not tested or not shown; & = joins results of further samples.
1) COc1ccc2c(c1)OC(C)CN(CC(=O)NCC1COCCO1)C2 (centres undefined)
2) COc1cc(NC(=O)c2cnn3c2NC(c2cccs2)CC3C(F)(F)F)c(OC)cc1Cl (centres undefined)
3) Cc1noc(C)c1CC(=O)NCc1nc(NCCCc2ccccc2)c2ccccc2n1
4) Cn1cccc1/C=C1/SC(=S)N(CCS(=O)(=O)O)C1=O
5) CC(C)CNC(=O)C(=O)NCc1ccc(Cl)cc1
6) CC(C)C12CN3CC(C(C)C)(CN(C1)C3c1ccc([N+](=O)[O-])cc1)C2=O (centres undefined)
screen / no.,1,2,3,4,5,6
TEAD-YAP inh,-2,-3,-7,-2,3,4
GPR151 ag,0.4,-0.3,-0.4,1.0,-0.6,0.9
FBW7 activator,-0.1,0.2,0.0,-0.1,-0.1,0.1
MITF primary,-4,9,-5,8,-27,4

7) O=C(CN1C(=O)NC(Cc2ccccc2)(c2ccccc2)C1=O)Nc1ccc(F)c(F)c1 (centres undefined)
8) COc1ccc(CN2CCn3cnnc3C2)cc1Cn1cccn1
9) CCOc1ccc(/C(O)=C2\C(=O)C(=O)N(c3nccs3)C2c2ccc(C)cc2)cc1 (centres undefined)
10) COc1ccc(OC)c(S(=O)(=O)N2CC(C)CC(C)C2)c1 (centres undefined)
11) CN1C(=O)N(C)C2(c3ccccc3)Nn3c(s/c(=C/c4ccc([N+](=O)[O-])cc4)c3=O)=NC12c1ccccc1 (centres undefined)
12) Cn1c(C(=O)c2ccccc2)nc2ccccc21
screen / no.,7,8,9,10,11,12
TEAD-YAP inh,0,2,9,2,7,-21
GPR151 ag,1.0,-0.4,-1.0,-0.3,-0.1,0.3
FBW7 activator,0.0,-0.1,-0.1,0.0,0.6,-0.1
MITF primary,12,2,-5,-13,2,-8

13) Cc1cccc2sc(NC(=O)Cc3nn(C)c(=O)c4ccccc34)nc12
14) CCc1ccc(-n2c(=S)sc3c(=O)n(-c4ccccc4)c(SCC(=O)Nc4ccc(OC)cc4OC)nc32)cc1
15) Cc1cc(NC(=O)c2noc(C(C)C)c2[N+](=O)[O-])no1
16) CCC(=O)N[C@@H]1c2ccccc2C2(CCN(Cc3ccc(CC)o3)CC2)[C@H]1OCCOC
17) Cc1cccc2cc(C#N)c(NCCNS(=O)(=O)c3ccccc3F)nc12
18) CCC1CCCCN1CCCNC(=O)C1CCC(=O)N1C(C)C (centres undefined)
screen / no.,13,14,15,16,17,18
TEAD-YAP inh,-2,12,-5,12,7,4
GPR151 ag,0.2,-0.5,-1.2,-1.0,-0.5,2.4
FBW7 activator,0.1,-0.1,0.2,0.1,0.3,-0.2
MITF primary,0,3,5,5,-3,-3

19) O=C(Nc1cccc(C(F)(F)F)c1)c1ncn[nH]1
20) N=C1/C(=C/c2cccs2)C(=O)N=C2SC(COc3ccccc3)=NN12
21) COc1cc(OC)cc(C(=O)N2CCC(C)CC2)c1
22) CC(C)NC(=O)c1c[nH]c2ccc(S(=O)(=O)N(C)c3ccc(Br)cc3)cc2c1=O
23) O=C(Cc1ccc(F)cc1)NCCc1nnc2n1CCN(Cc1nccs1)CC2
24) CC1=CC(=O)OC1Cc1ccc2ccccc2n1 (centres undefined)
screen / no.,19,20,21,22,23,24
TEAD-YAP inh,9,7,7,1,4,-10&-40
GPR151 ag,-0.6,-0.3,0.9,-0.8,-0.1,-1.4&0.5
FBW7 activator,-0.1,0.1,0.1,-0.1,-0.2,0.0&0.0
MITF primary,13,10,-2,-11,-27,-1&3

25) CCN1C(=O)C2(SC(NC(C)=O)=NN2C(C)=O)c2cc(C)ccc21 (centres undefined)
26) CSc1nnc2c(n1)OC(c1ccc(-c3ccc(Br)cc3)o1)N(C(C)=O)c1ccccc1-2 (centres undefined)
27) CC[n+]1c(C)sc2ccc(C)cc21
28) Cc1cc(C)n(-c2n[nH]c(=S)n2N)n1
29) NC(=O)Nc1ccc(C(=O)OCC(=O)c2ccc(Cl)cc2)cc1
30) CCOc1ccc(NC(=O)CSc2nc3cc4c(cc3c(=O)n2CCCC(=O)NCCc2ccc(OC)c(OC)c2)OCO4)cc1
screen / no.,25,26,27,28,29,30
TEAD-YAP inh,5,19,15,10,-22,0
GPR151 ag,0.4,1.1,1.2,-0.7,1.6,0.4
FBW7 activator,-0.1,0.1,0.0,0.3,0.3,0.0
MITF primary,-9,1,1,8,10,7

31) COc1cccc(-c2nnc(-c3cc4cc(Cl)ccc4oc3=O)o2)c1
32) COc1cccc(CC(=O)N2CC[C@@H]3[C@H](CCCN3C(=O)c3sccc3C)C2)c1
33) COc1cc(Br)ccc1OCC(=O)N/N=C/c1cc(Cl)ccc1O
34) O=C(Nc1ccc(-c2noc(/C=C/c3ccccc3)n2)cc1)c1ccco1
35) Fc1ccc(C2C=C(c3cccc(Br)c3)Nc3nnnn32)cc1 (centres undefined)
36) O=C(NCCSCc1ccccc1)c1ccc2c(=O)n(-c3cccc(C(F)(F)F)c3)c(=S)[nH]c2c1
screen / no.,31,32,33,34,35,36
TEAD-YAP inh,-1,-4,10,-50,2,0
GPR151 ag,-1.9,-1.4,0.5,0.5,1.9,0.3
FBW7 activator,0.7,-0.3,0.0,0.0,-0.1,0.0
MITF primary,4,-1,-10,0,2,-7

37) CCOC(=O)C1=C(N)N2C(=O)C(C)SC2=C(C(=O)OC)C1c1ccc(Cl)cc1 (centres undefined)
38) CCCCN(C)C(=O)c1cn(C)c2ccc(S(=O)(=O)N(CC)CC)cc2c1=O
39) CCOC(=O)c1c(C)c(C(=O)NC(C)c2ccccc2)c(C)n1C (centres undefined)
40) FC(F)(F)c1cc(-c2ccccc2)nc2c(-c3cccc(Br)c3)cnn12
41) O=C(Nc1ccc2nc(SCc3ccc(I)cc3)sc2c1)c1ccc(Cl)c(Cl)c1
42) Cc1[nH]c2ccccc2c1CCNC(=O)/C(=C/c1ccccc1)NC(=O)c1cccc([N+](=O)[O-])c1
screen / no.,37,38,39,40,41,42
TEAD-YAP inh,12,-5,1,2,1,3
GPR151 ag,0.5,-1.1,0.9,1.9,-1.5,0.3
FBW7 activator,0.1,0.1,0.1,0.1,-0.1,0.0
MITF primary,8,17,8,-1,18,-4

43) Cc1cc2nccc(C3CCCN(C(=O)CCc4ccc(C)o4)C3)n2n1 (centres undefined)
44) COc1ccc(NS(=O)(=O)c2ccc(NC(=O)C(C)(C)C)cc2)cc1
45) CC(=O)c1ccc(NC(=S)N(C)N)cc1
46) Cc1cccc(CN2CCC(C(=O)Nc3ccc(-n4nc(C)cc4C)cc3)CC2)n1
47) COc1ccc(C(=O)NCc2ccc(F)cc2)cc1[N+](=O)[O-]
48) COC(=O)CC[C@H]1CN(Cc2ccc(OC)cc2OC)CC[C@H]1N1CCN(C)CC1
screen / no.,43,44,45,46,47,48
TEAD-YAP inh,-14,10,0,-6,10,-7
GPR151 ag,-0.3,0.4,-0.3,-0.2,1.0,1.8
FBW7 activator,0.0,0.2,-0.1,-0.1,-0.2,0.9
MITF primary,-20,22,5,9,-6,1

49) N#CCCN(N)C(=S)Nc1ccccc1
50) Cc1ccc(N(Cc2ccc(C(=O)Nc3ccc(C)c(Cl)c3)cc2)S(C)(=O)=O)cc1C
51) O=C(N/N=C\c1ccc(Br)o1)c1ccc(Br)cc1
52) O=C(Nc1c(C(=O)N2CCC(Cc3ccccc3)CC2)cnn1-c1ccccc1)c1ccccc1Cl
53) COc1ccc(C(=O)NC2CC(C)(C)NC(C)(C)C2)cc1
54) Cc1ccc(CN(Cc2ccccn2)C(=S)Nc2ccccc2F)cc1
screen / no.,49,50,51,52,53,54
TEAD-YAP inh,-3,0,0,3,-2,5
GPR151 ag,-1.1,1.0,-0.2,-1.1,-1.2,0.6
FBW7 activator,0.5,0.1,0.4,-0.1,0.1,0.5
MITF primary,14,-10,-8,-3,11,-1

55) CC(C)=C/C(C)=N/Nc1ccc([N+](=O)[O-])cc1[N+](=O)[O-]
56) CN(C)C(=O)Cn1cnc2c(cnn2-c2ccccc2Cl)c1=O
57) COc1ccc(S(=O)(=O)N2CCN=C2SCc2cccnc2)cc1
58) Nc1nonc1C(=O)NCc1ccco1
59) Cc1[nH]nc2c1C(c1ccccc1F)C1=C(CC(C)(C)CC1=O)N2 (centres undefined)
60) CCn1cc(/C=N/Nc2ncc(F)c(N3CCOCC3)n2)c2ccccc21
screen / no.,55,56,57,58,59,60
TEAD-YAP inh,-2,-2,-2,-8,25,-56
GPR151 ag,-1.5,2.3,1.2,-0.5,-0.8,0.2
FBW7 activator,0.2,0.0,-0.2,-0.1,-0.3,-0.1
MITF primary,17,-3,-12,12,5,19

61) CC(=O)CCc1c[nH]c2ccccc12
62) CC(CC(=O)Nc1ccccc1Cl)S(=O)(=O)c1ccc2c(c1)SCC(=O)N2 (centres undefined)
63) CC(C)(C)C(=O)Nc1sc2c(c1C#N)CCN(Cc1ccccc1)C2
64) N#Cc1c(N)sc(=S)c2c1CCCCC2
65) Cc1ccc2nc3c(cc(C(=O)NC4CCCCC4)c(=N)n3Cc3cccnc3)c(=O)n2c1
66) COc1cc(C)ccc1OCCOc1c(OC)cccc1OC
screen / no.,61,62,63,64,65,66
TEAD-YAP inh,3,12,-2,6,5,-10
GPR151 ag,-1.1,-1.1,2.5,-0.4,-1.3,0.5
FBW7 activator,0.1,0.2,-0.1,0.0,-0.1,0.2
MITF primary,9,2,5,24,14,0

67) Cc1cc2nc(C3CCCN3C(=O)CCn3ccnc3C(C)C)[nH]c2cc1C (centres undefined)
68) COc1ccc(OC)c(N(CC(=O)N2CCN(c3ccccc3)CC2)S(=O)(=O)c2ccccc2)c1
69) O=C(Nc1ccccc1F)NC1CCN(Cc2nnnn2Cc2ccc(F)cc2)CC1
70) Cc1nnc2ccc(SCC(=O)N(Cc3ccccc3)C[C@@H]3CCC(=O)N3)nn12
71) CCOC1(NC(=O)c2ccc(C)cc2)C(C)=CC(=O)C=C1C
72) O=C(NCCc1ccccc1)C1CCN(C(=O)c2sccc2-n2cccc2)CC1
screen / no.,67,68,69,70,71,72
TEAD-YAP inh,-1,11,9,9,2,1
GPR151 ag,0.0,-0.9,0.0,-1.2,-2.0,-0.7
FBW7 activator,1.1,0.3,-0.1,-0.1,-0.1,0.2
MITF primary,11,16,-5,1,36,15

73) CCOC(=O)c1ccc(NS(=O)(=O)c2ccc(-n3cccn3)cc2)cc1
74) CCc1ccccc1NC(=O)Cn1nnc(C(=O)OC)c1C(=O)OC
75) COC(=O)c1cccc(NC(=O)c2cccc(OC)c2)c1
76) Cc1ccc2nc(/C(C#N)=C/c3cc4c(cc3Br)OCO4)[nH]c2c1
77) COc1ccc(C2/C(=C(/O)c3ccccc3)C(=O)C(=O)N2CCNCCO)cc1OC (centres undefined)
78) COc1ccc2c(c1)C(=O)C(OC(=O)N[C@H](C)C1CCCCC1)[C@@H](c1ccc(OC)c(Br)c1)O2 (some centres undefined)
screen / no.,73,74,75,76,77,78
TEAD-YAP inh,-1,3,-9,-13,-45,nt
GPR151 ag,2.4,3.7,-7.8,-0.9,0.8,1.0
FBW7 activator,-0.4,0.0,-0.1,0.0,-0.1,0.1
MITF primary,2,3,-4,-8,-1,-2

# Rewritten as tab-separated lines: part of the list above
no.	molecule	TEAD-YAP inh	GPR151 ag	FBW7 activator	MITF primary
29	NC(=O)Nc1ccc(C(=O)OCC(=O)c2ccc(Cl)cc2)cc1	-22	1.6	0.3	10
30	CCOc1ccc(NC(=O)CSc2nc3cc4c(cc3c(=O)n2CCCC(=O)NCCc2ccc(OC)c(OC)c2)OCO4)cc1	0	0.4	0.0	7
31	COc1cccc(-c2nnc(-c3cc4cc(Cl)ccc4oc3=O)o2)c1	-1	-1.9	0.7	4
32	COc1cccc(CC(=O)N2CC[C@@H]3[C@H](CCCN3C(=O)c3sccc3C)C2)c1	-4	-1.4	-0.3	-1

# New compounds follow:
79) CN(C)c1ccc(-c2cnc3c(NCc4ccc(S(N)(=O)=O)cc4)nccn23)cc1
80) COCC1CCCCN1C(=O)CC1(c2ccccc2)CC(=O)N(CCc2ccccn2)C1=O (centres undefined)
81) CCOc1ccc(NS(=O)(=O)c2ccc3c(c2)n(C)c(=O)c(=O)n3C)cc1
82) CN(CC1CCCCO1)C(=O)C1CC(Cc2ccc(F)cc2)=NO1 (centres undefined)
83) CC1=CC2=NC(=O)/C(=C\c3ccc(-c4ccc([N+](=O)[O-])cc4)o3)C(=N)N2O1
84) CC(=O)Nc1ccc(NS(=O)(=O)c2ccccc2C)cc1
screen / no.,79,80,81,82,83,84
TEAD-YAP inh,-2,-2,-2,-66,-3,-5
GPR151 ag,0.5,5.4*,2.0,0.7,1.0,0.3
FBW7 activator,0.1,0.7,0.1,0.7,0.0,0.0
MITF primary,6,17,5,15,-6,11

85) Cc1ccc(COCc2cc3cccc4c3n(c2=O)CCC4)cc1
86) Cc1cc2nnc(SCC(=O)Nc3ccccc3F)n2c2ccccc12
87) CCc1ccc(NC(=O)CSc2nc3ccccc3c(=O)n2CCC(=O)NC2CCCCC2)cc1
88) CC(C)NC(=O)C(=O)NCCCO
89) COc1ccc(-c2cc(Nc3ccc(N4CCOCC4)cc3)ncn2)cn1
screen / no.,85,86,87,88,89
TEAD-YAP inh,-6,5,5,-8,4
GPR151 ag,0.1,-1.6,-0.3,0.2,-1.2
FBW7 activator,0.1,0.1,-0.1,0.1,0.0
MITF primary,7,13,-8,-1,6

# Compounds as they come; about 3.4% have a hit in one of these screens.
